Compound activity as filed in PubChem BioAssay.
GLP-1R agonist = agonists of human GLP-1 receptor; 380,000 compounds, 0.007% hits; Potency, µM (series often up to 45.6 µM), for inactives: at the top dose activation, most hits filed as activators; HEK293 GLP-1R CRE-luciferase, luminescence, 4-6 h; cells express a hypersensitive GLP-1R form; AID 624172; further: potency means the concentration at half of the fitted maximal effect; % of control where 0% means no effect
Target sequence (P43220 whole entry, looked up): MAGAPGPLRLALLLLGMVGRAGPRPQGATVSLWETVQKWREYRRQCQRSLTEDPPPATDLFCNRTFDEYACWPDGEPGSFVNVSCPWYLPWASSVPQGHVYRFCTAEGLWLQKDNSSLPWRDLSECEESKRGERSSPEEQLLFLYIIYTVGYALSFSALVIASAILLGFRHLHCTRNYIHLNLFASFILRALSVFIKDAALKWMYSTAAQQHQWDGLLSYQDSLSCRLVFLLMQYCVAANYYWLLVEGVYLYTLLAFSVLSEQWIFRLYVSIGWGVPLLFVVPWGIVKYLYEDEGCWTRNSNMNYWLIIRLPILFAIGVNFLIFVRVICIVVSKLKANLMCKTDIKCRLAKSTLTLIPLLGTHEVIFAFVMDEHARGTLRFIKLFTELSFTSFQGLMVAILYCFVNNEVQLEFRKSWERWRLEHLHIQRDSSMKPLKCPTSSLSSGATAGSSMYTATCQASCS
Akt phos inh = blocks phosphorylation of Akt | Neuro2A IGF-stimulated pAkt S473 HTRF, 20 min; stronger effect = lower value | activity change, % for hits at 50 µM | AID 651550 | 360,000 compounds, 0.32% hits; in the data active means activity change below about -80%; inconclusive means mostly about -51% to -80%; further: on the % scale 0 is the no-effect control and ±100 the full control effect
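Neuro2A cells in DMEM with 0.5% FBS, overnight at 37 deg C, given compound at single 50 µM final, then IGF (6 nM final) for 20 min at 37 deg C. Lysed; phospho-Akt Ser473 by HTRF after 24 h, 665/615 ratio.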
PTHR1 agonist = activates the human parathyroid hormone receptor PTHR1; Q03431; HEK293 GP2 PTHR1 cells, GloSensor cAMP luminescence, 1 h; Potency, µM (highest dose often 115 µM), for inactives: at the highest dose activation, most hits filed as activators; 410,000 compounds, 0.075% hits; further: potency means the concentration at half of the fitted maximal effect; nearly all actives have a fitted effect of over 55% in size; some results filed as inactive show a strong effect at the top dose; inactives centre near -15; many of its hits are not listed in these tables
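HEK-293-derived GP2 cells expressing PTHR1 and a GloSensor cAMP reporter, 3,000/well, plated overnight, given luciferin plus IBMX (each 0.5 mM as added) for 1 h at 37 °C, then compound for 1 h at 37 °C. Luminescence was read after 15 min at room temperature.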
TDP43 rescue = rescues yeast growth from TDP-43 toxicity. Potency, µM (top dose mostly 46.1 µM), inactives show at the highest dose growth rescue (activation), actives largely listed as activators. TDP-43 expressing yeast growth rescue, BacTiter-Glo, 24 h. AID 652104. 410,000 compounds, 1.8% hits; further: potency means the concentration at half of the fitted maximal effect; % of control where 0% means no effect; nearly all actives have a fitted effect of over 50% in size
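Growth rescue of TDP-43-toxic yeast measured as ATP luminescence (BacTiter-Glo). Cells grown to mid-log in raffinose, induced in galactose at OD600=0.02, exposed to compound 24 hr at 30 deg C.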
Abeta rescue = A-beta toxicity reversal in yeast; yeast expressing A-beta42, growth rescue, OD600, 48 h; response scale: 0% DMSO, 100% iron-clioquinol control; Potency, µM (titrated, usually from 46.1 µM), for the others: at the top dose growth rescue, hits mostly activators; 410,000 compounds, 0.063% hits; AID 1347071; further: potency means the concentration at half of the fitted maximal effect; nearly all actives have a fitted effect of over 55% in size
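Yeast growth medium received pinned compounds, then yeast cells expressing toxic A-beta were added; plates incubated at 30 C for 48 hr. Growth read as absorbance at 600 nm, normalized to DMSO and equimolar FeCl3 plus clioquinol controls.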
FUS yeast rescue = suppressors of FUS proteinopathy in yeast; 390,000 compounds, 0.24% hits; Potency, µM (titrated, usually from 76.6 µM), inactives show top-dose growth rescue (activation), hits mostly activators; S. cerevisiae FUS-expressing, growth rescue, OD600, 24 h;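 further: potency means the concentration at half of the fitted maximal effect; plate controls were DMSO vehicle for no effect and reference control for full effect; nearly all actives have a fitted effect of over 55% in size; some results filed as inactive show a strong effect at the top dose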
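Toxicity suppression screen in FUS-yeast. Cells induced with 2% galactose, starting OD 0.005, treated 24hr at 30C with compounds at multiple final concentrations; growth by OD600.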
aSyn yeast inh = rescues yeast growth from alpha-synuclein toxicity. 370,000 compounds, 0.14% hits. Potency, µM (series often up to 46.1 µM), for inactives: top-dose growth rescue (activation), most hits filed as activators. Yeast expressing alpha-synuclein, growth rescue, BacTiter-Glo, 24 h. AID 652106; further: potency means the concentration at half of the fitted maximal effect; % of control where 0% means no effect; nearly all actives have a fitted effect of over 65% in size
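Galactose-induced alpha-syn yeast (OD600=0.02, raffinose-pregrown) + pinned cpd, 24 hr, 30 deg C; growth by BacTiter-Glo luminescence. Growth restoration scores as activation.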
GLP1R inv ag = acts as inverse agonist at human GLP-1 receptor. P43220. HEK293 GLP-1R CRE-luciferase, luminescence, 24 h; GLP-1R form is constitutively active. Potency, µM (series often up to 38.3 µM), inactives show top-dose activity change, negative = inhibition, hits mostly inhibitors. 410,000 compounds, 1.6% hits. AID 624417; further: potency means the concentration at half of the fitted maximal effect; on the % scale 0 is the no-effect control and ±100 the full control effect; nearly all actives have a fitted effect of over 55% in size
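qHTS in 1536-well format: reporter HEK293 cells expressing constitutive GLP-1R activity in DMEM + 10% Nu serum, 24 hr with compounds at 37 deg C, luminescence read after 12 min with detection reagent.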
DRD3 antagonist = D3 dopamine receptor (human) antagonism; AID 652054; P35462; max response, negative = inhibition, %; 360,000 compounds, 2.5% hits; D3R cells, DiscoveRx beta-arrestin luminescence, antagonist mode; stronger effect = lower value; in the data active means max response below about -50%; inconclusive means no clear call, values can overlap the other calls; further: on the % scale 0 is the no-effect control and ±100 the full control effect; mostly tested at two doses, the higher about 12 µM
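Cells expressing the human receptor were seeded at 1500 cells/well, incubated overnight at 37 degrees C in 5% CO2, then exposed to library compounds with dopamine controls for 90 minutes at 37 degrees C before luminescent detection.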
* = called active by the depositor; i = inactive; ? = inconclusive; nt = not tested or not shown; [ ] = another dose, or the depositor's remark. Unless noted, the call rests on the fitted dose curve; in most records, active means well fitted curve in the direction sought with a large enough effect; inconclusive means small, poorly fitted or top-dose-only effect, or another doubt; inactive means no such curve, though single readings can be large; an effect the other way counts as inactive or inconclusive. Some of the compounds tested; the hit share may differ from the screen's.

Order of results: GLP-1R agonist	Akt phos inh	PTHR1 agonist	TDP43 rescue	Abeta rescue	FUS yeast rescue	aSyn yeast inh	GLP1R inv ag	DRD3 antagonist
1: CN1CCN(C(=O)COc2ccc(S(=O)(=O)N(C)Cc3ccccc3)cc2)CC1
  2%	i	-24%[57.5 µM]	-8%	7%	2%	2%	10%	4
2: N#CC1(c2ccccc2)CCN(C2CC(=O)N(c3ccc(F)cc3)C2=O)CC1 (centres undefined)
  -2%	i	-36%[inhibitor]	-1%	1%	-20%	-1%	3%	6
3: C=CCn1c(O)c(C=NCCN2CCNCC2)c(=O)[nH]c1=O
  4%	i	-11%	-16%	-20%	7%	-4%	10%	-10
4: CCOC(=O)c1c(C=O)c2ccccc2n1Cc1ccccc1F
  -2%	i	-46%[inhibitor]	-11%	-11%	1%	-3%	?	7
5: Cc1csc(-c2cccnc2)n1
  1%	i	?	-24%	-7%	5%	-4%	4%	0
6: COc1ccc(-n2c(/C=C/c3cccc(F)c3)nc3ccccc3c2=O)cc1Cl
  nt	nt	i	0%	-17%	25%	nt	-4%	nt
7: COCCNC(=O)c1c(NC(=O)c2ccc(Br)o2)n(Cc2ccccc2)c2nc3ccccc3nc12
  -8%	i	i	23%	10%	-1%	-6%	4%	-9
8: CC(C)c1cccc(C(C)C)c1OC(=O)NC(=O)c1c(F)cccc1F
  -3%	i	-7%	4%	-12%	2%	20%	8.9µM*	-15
9: Cc1cc(C(=O)CS(=O)(=O)c2ccccc2)cc(C)c1OC(=O)N(C)C
  9%	i	-21%	-14%[9.22 µM]	-23%	12%	2%	?	2
10: O=C1/C(=C\c2ccc([N+](=O)[O-])cc2)N2CCC1CC2
  1%	i	-11%	3%	-24%	2%	17%	-22%	-20

Another view of part of the listing above.
nr | Molecule | GLP-1R agonist | Akt phos inh | PTHR1 agonist | TDP43 rescue | Abeta rescue | FUS yeast rescue | aSyn yeast inh | GLP1R inv ag | DRD3 antagonist
3 | C=CCn1c(O)c(C=NCCN2CCNCC2)c(=O)[nH]c1=O | 4% | i | -11% | -16% | -20% | 7% | -4% | 10% | -10
4 | CCOC(=O)c1c(C=O)c2ccccc2n1Cc1ccccc1F | -2% | i | -46%[inhibitor] | -11% | -11% | 1% | -3% | ? | 7

Back to the main list, starting 3 compounds before the break.
Order of results: GLP-1R agonist	Akt phos inh	PTHR1 agonist	TDP43 rescue	Abeta rescue	FUS yeast rescue	aSyn yeast inh	GLP1R inv ag	DRD3 antagonist
8: CC(C)c1cccc(C(C)C)c1OC(=O)NC(=O)c1c(F)cccc1F
  -3%	i	-7%	4%	-12%	2%	20%	8.9µM*	-15
9: Cc1cc(C(=O)CS(=O)(=O)c2ccccc2)cc(C)c1OC(=O)N(C)C
  9%	i	-21%	-14%[9.22 µM]	-23%	12%	2%	?	2
10: O=C1/C(=C\c2ccc([N+](=O)[O-])cc2)N2CCC1CC2
  1%	i	-11%	3%	-24%	2%	17%	-22%	-20
11: COC(=O)CC1(CC(=O)OC)C(=O)NC(=O)NC1=O
  -7%	i	-17%[57.5 µM]	24%	7%	12%	-5%	3%	-7
12: CCC1(C(=O)c2ccc(C)cc2)C2c3ccccc3OC(=O)C21C(=O)O (centres undefined)
  -3%	i	i	-11%	-5%	23%	-21%	5%	3
13: CC(c1ccccc1)(c1ccccc1)c1ccncc1
  10%	i	-12%	?	5%	9%	-1%	?	9
14: CCC12CN3CCN(CC(C3)C1O)C2 (centres undefined)
  -7%	i	i	19%	-6%	4%	?	0%	2
15: CN(C)CC#CCn1c2ccccc2c2ccccc21
  -6%	i	-14%	4%	3%	16%	-7%	?	-15
16: O=C1N(c2ccccc2)C(c2cccnc2)N2CCCN12 (centres undefined)
  -1%	i	-7%	-28%	11%	-1%	0%	-27%[7.66 µM]	13
17: CCOc1ccc(NC(=O)c2c(O)[nH]c(=O)[nH]c2=O)cc1
  -1%	i	i	-26%	0%	-14%	-1%	8%	4
18: O=C1CC(c2cccnc2)=NN1c1ccccc1
  6%	i	-5%	-14%	-31%[inhibitor]	8%	2%	8%	4
19: Cc1ccc(-n2c(O)c(C=NC3CCCCC3N)c(=O)[nH]c2=O)cc1C (centres undefined)
  -10%	i	i	-11%	7%	28%	0%	3%	4
20: O=C1NCN(c2ccccc2)C12CCN(C(c1ccnc3ccccc13)c1nnnn1C1CCCCC1)CC2 (centres undefined)
  -8%	i	-15%	18%	-6%	17%	-5%	2%	0
21: Cc1ccc(OCC(=O)N2CCCC(N3CCN(c4ccc(F)cc4)CC3)C2)cc1 (centres undefined)
  3%	i	-16%	-8%	12%	15%	-5%	?	4
22: CCC1=Nc2cc(C(=O)N3CCC4(CC3)OCCO4)ccc2Sc2ccc(Br)cc21
  5%	i	-15%	13%	-15%	10%	4%	?	-8
23: O=C1C2CCN(CC2)C1(CO)CO
  -2%	i	i	18%	6%	-4%	2%	11%	6
24: COc1ccc(-c2nc3ccc(C(=O)N4CCC5(CC4)OCCO5)cc3nc2-c2ccc(OC)cc2)cc1
  2%	i	-13%	11%	-25%	?	-3%	?	-2
25: CCCCN1C(=O)NC(=O)C2(Cc3c(nc4c(C)cccn4c3=O)N3CCc4ccccc4C32)C1=O (centres undefined)
  -2%	i	i	35µM*	-33%[inhibitor]	?	18%	0%	12
26: CN1CCc2nc(SCc3ccccc3Br)c(C#N)cc2C1
  13%	i	i	1%	-21%	14%	6%	?	-81*
27: CNC(=O)c1cccn(Cc2cc(C(F)(F)F)cc(C(F)(F)F)c2)c1=O
  7%	i	-35%[inhibitor]	1%[9.22 µM]	5%	10%	2%	19%[7.66 µM]	15
